Compound activity (PubChem)
tim23-1 inh – growth inhibitors of tim23-1 mutant yeast; S. cerevisiae tim23-1 growth, BacTiter-Glo luminescence, 24 h; inhibition, % at 20 µM; 1.3% of 330,000 active;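 active = growth inhibition of the mutant yeast at or above 50%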;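 note: temperature-sensitive mutant grown at 25 °C; plate controls were DMSO-treated mutant yeast for no effect and medium wells lacking yeast for full effect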
TIM10 inh – TIM10 yeast growth inhibition; S. cerevisiae TIM10 strain growth, BacTiter-Glo luminescence, 24 h; 1.4% of 330,000 active; inhibition, % at 10 µM;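 active = inhibition of 40% or more at the single tested concentration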;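 note: wild-type TIM10 isogenic control strain grown at permissive 25 °C; 0% = DMSO yeast wells and 100% = minimal medium wells without yeast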
tim10-1 inh – tim10-1 yeast growth inhibition | S. cerevisiae tim10-1 ts strain growth, BacTiter-Glo, 24 h | inhibition, % at 20 µM | 2.2% of 330,000 active;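 active = inhibition of at least 40%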;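 note: mutant grown at 25 °C; 0% = DMSO wells with yeast and 100% = wells holding no yeast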
XBP1 UPR activ – activators of adaptive arm of unfolded protein response (XBP1) | CHO-XBP1 luciferase reporter, IRE1-XBP1 UPR activation, luminescence; percent of tunicamycin response, DMSO as zero | activation, % at 20 µM | 0.33% of 330,000 active;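 active = versus positive control, 20 µM dose yields 30% or more activation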;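 note: 100% = tunicamycin at 10 µg/mL and 0% = DMSO only wells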
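Assay system: CHO-XBP1 luciferase reporter cells; Schedule: 6 h treatment, 37 °C; Detection: glow luminescence from Steady-Glo reagent; Benchmarks: high control tunicamycin 10 µg/mL final, low control DMSO vehicle only.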
CHOP UPR activ – activators of apoptotic arm of unfolded protein response (CHOP). 0.34% of 330,000 active. activation, % at 10 µM. CHO-CHOP luciferase reporter, UPR activation, luminescence; percent of tunicamycin response over DMSO baseline;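 active = at 10 µM dose, activation of 40% or more, normalized to positive control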;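 note: 100% = tunicamycin at 10 µg/mL and 0% = DMSO alone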
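Assay system: CHO cells with stable CHOP pathway luciferase reporter; Buffer or medium: F12 plus 10% serum; Times: 16-18 h cell attachment, then 6 h compound exposure, 37 °C; Signal: luciferase luminescence; Read-out basis: percent activation relative to tunicamycin control; Control set: tunicamycin high control, DMSO low control.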
Jurkat NFkB inh – lowers PMA/ionomycin-induced NF-kB signal in Jurkat cells; inhibition, % at 4 µM; 0.53% of 330,000 active; PMA/ionomycin-induced NF-kB luciferase reporter, luminescence; in the data active = inhibition above about 50%
Mdm2-MdmX inh – human Mdm2/MdmX binding inhibition; O15151+Q00987; SaOS-2 split-luciferase Mdm2/MdmX complementation, luminescence; inhibition, % at 8 µM; 3% of 330,000 active; AID 485346;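 active = inhibition of at least 50% at 8 µM in the primary screen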
Target sequence (O15151 whole entry, looked up): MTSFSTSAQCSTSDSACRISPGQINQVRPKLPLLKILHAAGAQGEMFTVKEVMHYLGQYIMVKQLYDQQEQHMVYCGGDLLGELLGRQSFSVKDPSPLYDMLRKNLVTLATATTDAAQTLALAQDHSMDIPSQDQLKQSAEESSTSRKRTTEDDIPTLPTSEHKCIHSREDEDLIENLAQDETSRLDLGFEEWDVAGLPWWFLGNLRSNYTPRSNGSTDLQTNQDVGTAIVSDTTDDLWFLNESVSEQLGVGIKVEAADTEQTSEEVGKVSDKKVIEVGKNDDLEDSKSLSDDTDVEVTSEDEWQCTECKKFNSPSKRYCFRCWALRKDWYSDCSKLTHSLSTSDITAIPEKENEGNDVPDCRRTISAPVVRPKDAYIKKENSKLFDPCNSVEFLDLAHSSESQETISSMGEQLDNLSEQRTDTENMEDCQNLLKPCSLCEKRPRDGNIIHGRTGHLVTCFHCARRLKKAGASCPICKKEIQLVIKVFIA
Target sequence (Q00987 whole entry, looked up): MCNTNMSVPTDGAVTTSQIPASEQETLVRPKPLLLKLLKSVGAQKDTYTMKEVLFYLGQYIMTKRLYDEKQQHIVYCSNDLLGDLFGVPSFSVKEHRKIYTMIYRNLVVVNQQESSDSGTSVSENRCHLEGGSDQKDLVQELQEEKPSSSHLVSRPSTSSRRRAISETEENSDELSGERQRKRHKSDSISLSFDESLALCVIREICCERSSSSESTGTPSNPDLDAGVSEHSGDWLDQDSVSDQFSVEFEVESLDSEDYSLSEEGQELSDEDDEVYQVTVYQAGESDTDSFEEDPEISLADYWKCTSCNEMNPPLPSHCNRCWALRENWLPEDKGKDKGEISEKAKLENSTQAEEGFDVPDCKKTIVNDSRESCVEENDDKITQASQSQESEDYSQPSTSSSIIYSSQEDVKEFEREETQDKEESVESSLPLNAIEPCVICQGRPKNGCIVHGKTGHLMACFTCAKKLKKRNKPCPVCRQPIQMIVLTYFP
697 NFkB inh – inhibitors of the PMA/ionomycin-induced NF-kB reporter in 697 B cells | 697 B-cell NF-kB luciferase reporter, 16 h | inhibition, % at 4 µM | 0.33% of 330,000 active | AID 435022; in the data active = inhibition above about 35%
Active calls of the source: *.

canonical_smiles | tim23-1 inh | TIM10 inh | tim10-1 inh | XBP1 UPR activ | CHOP UPR activ | Jurkat NFkB inh | Mdm2-MdmX inh | 697 NFkB inh
O=C(CCCCCNc1nc(=S)[nH]c2ccccc12)NCCC1=CCCCC1 | 12 | -6 | 10 | 3 | -0.8 | -4 | 11 | 8
COc1cc(/C=N/NC(=O)c2ccc(N(C)S(=O)(=O)c3ccccc3)cc2)cc(OC)c1OC | 3 | -4 | -7 | -5 | -2.3 | -6 | 7 | -30
Cc1nc2ccccc2n1S(=O)(=O)c1cc(C(=O)O)ccc1Cl | 0 | 8 | 8 | -1 | -0.5 | -9 | 12 | 6
O=C(COC(=O)c1ccc(C(F)(F)F)cc1)NC(=O)NC1CCCC1 | -2 | -1 | -6 | -1 | 0.4 | 6 | 1 | 32
Cc1ccc(C)c(NC(=O)CSc2nnc(CNC(=O)c3ccco3)n2C)c1 | 7 | -8 | 14 | 0 | 0.4 | -1 | 16 | 5
Cc1cccc(N=C2NC(=O)CS2)c1C | 9 | 19 | 25 | -1 | -1.4 | 4 | 5 | -2
CCOC(=O)c1c(C)nc2c(c1-c1ccc(OC)cc1)C(=O)CC(C)(C)C2 | -9 | 31 | 12 | -2 | -0.7 | -6 | 22 | -9
CCn1ncc(CN2CCCC(C(=O)c3cccc(OC(C)C)c3)C2)c1C (stereo not drawn) | 18 | 13 | 11 | 2 | -0.3 | 5 | -12 | 7
Cc1ccc(OCC(O)CN2CCOCC2)c(C)c1 (stereo not drawn) | 0 | -4 | -4 | -5 | 2.4 | -29 | 4 | 11
Cc1ccccc1-n1ncc(C(C)NC(=O)c2ccccc2)c1C (stereo not drawn) | 20 | 1 | -7 | -1 | 2.2 | -14 | -25 | -27
Cc1cccc(CC(Cc2nc3ccccc3[nH]2)c2nc3ccccc3[nH]2)c1 (stereo not drawn) | -1 | 14 | -8 | -4 | 2.3 | -10 | 75* | 6
CC(C)C(=O)NC(c1cccs1)c1cc([N+](=O)[O-])c2cccnc2c1O (stereo not drawn) | 25 | 18 | 13 | -2 | 1.6 | -5 | 68* | -6
N#Cc1ccc(N2CCOCC2)c([N+](=O)[O-])c1 | -12 | 14 | -3 | 1 | 0.2 | 21 | 1 | 21
COc1ccccc1CN(CC(=O)NCc1ccco1)C(=O)CNS(=O)(=O)c1ccccc1 | -1 | -2 | -1 | -2 | -0.8 | -5 | 8 | 15
NC(N)=NC(N)=Nc1cccc(Cl)c1 | 7 | -1 | -7 | -8 | -2.7 | 12 | 13 | 14
CN(C)S(=O)(=O)N(CC(=O)Nc1ccc(F)c(F)c1)c1ccccc1 | -1 | -4 | 29 | 0 | 2.4 | 15 | 13 | 16
COc1ccc(S(=O)(=O)NCC2CCC(C(=O)NCCCN3CCCC3=O)CC2)cc1 (stereo not drawn) | 1 | 0 | -7 | -3 | 1.9 | 17 | -8 | -30
NCCNC(=O)Cn1c(=O)c2c3c(sc2n(Cc2ccccc2)c1=O)CCCC3 | 16 | -6 | 25 | 1 | -0.3 | -9 | 16 | -13
O=C(c1cccc(Br)c1)N1CCN(C(=O)c2cccc(Br)c2)CC1 | 5 | 5 | 7 | -1 | -0.9 | -6 | 27 | -2
Cc1c(NC(=O)COC(=O)C23CC4CC(CC(O)(C4)C2)C3)c(=O)n(-c2ccccc2)n1C | -8 | 9 | 2 | -2 | 0.0 | 8 | 1 | 14
COc1ccc(C)cc1NC(=O)CN(C)S(=O)(=O)c1ccc2c(c1)CCCN2C(C)=O | 22 | 9 | 28 | -4 | 1.6 | 19 | 23 | 17
O=C(N/C(=C/c1cn(-c2ccccc2)nc1-c1ccccc1)C(=O)N1CCOCC1)c1ccc(Cl)cc1Cl | 8 | 11 | 4 | -2 | 3.7 | 14 | 27 | 8
CC(C)C(OC(=O)CN1C(=O)COc2ccccc21)C(=O)NC1CCCC1 (stereo not drawn) | 22 | 9 | 21 | 1 | -0.9 | -23 | -32 | -8
Cc1ccc(-c2csc(NC(=O)c3c(C)noc3C)n2)s1 | 23 | 3 | -2 | -2 | 3.4 | 12 | -3 | -23
CCCCCNc1nc(N2CCCC2)c2c(c1C#N)CCN(C)C2 | -27 | 20 | 19 | 2 | 0.3 | 2 | 40 | -19
CCN1CCN(CCCOc2ccc(Cl)cc2Br)CC1 | 8 | -13 | -20 | -1 | 0.6 | -5 | -10 | -22
S=c1[nH]c(-c2ccccc2)cn1/N=C/c1ccccc1Br | 25 | 15 | 42* | 9 | 10 | -37 | -18 | -33
Cc1ccc2nsnc2c1S(=O)(=O)NCc1cccnc1 | -1 | 11 | 16 | -2 | 0.8 | 1 | -24 | 6
Cc1ccc(C)c(S(=O)(=O)NCc2ccc(C(=O)NCc3ccccn3)cc2)c1 | 6 | 4 | 6 | -2 | -1.9 | -10 | 11 | -14
Cc1ccccc1C(=O)N1CCC(C(=O)Nc2nccs2)CC1 | 18 | 5 | 13 | -2 | -1.2 | 6 | -14 | 9
Cc1ccc2oc(-c3cccc(NC(=O)c4ccc(Br)o4)c3)nc2c1 | -31 | -17 | -14 | 7 | 1.6 | -45 | -12 | -41
NC(CC(=O)NC(c1ccccc1)(c1ccccc1)c1ccccc1)C(=O)O (stereo not drawn) | 14 | 17 | 4 | 2 | 0.3 | 4 | -1 | -1
O=C(O)c1ccc2c(c1)C(=O)N(c1ccc([N+](=O)[O-])cn1)C2=O | -9 | 0 | -8 | -3 | 0.3 | -3 | 16 | 6
Cc1ccc([C@H]2C(C(=O)O)=CC[C@@H](c3ccc(Cl)c(Cl)c3)N2S(=O)(=O)c2ccc(C)cc2)cc1 | 35 | 6 | 10 | -3 | 1.0 | 6 | 23 | 14
O=C1N(CCCCN2C(=O)C3(OCCO3)c3ccccc32)c2ccccc2C12OCCO2 | 18 | -2 | 18 | 2 | 4.4 | -1 | 21 | -6
CN(C(=O)CSc1nc(N)nn1-c1ccccc1)c1ccccc1 | -9 | 7 | -3 | -4 | 1.6 | 3 | 1 | 16
O=C(Nc1nnc(-c2ccccc2)o1)c1cccc(S(=O)(=O)N2CCOCC2)c1 | 7 | -10 | 5 | 1 | 4.8 | -3 | 19 | -25
CC(=O)N1CCc2cc(S(=O)(=O)CCC(=O)NCc3ccc4c(c3)OCO4)ccc21 | 6 | -8 | 10 | -3 | -2.9 | -4 | 3 | 8
Cc1cc(NC(=O)CCC(=O)N(CC(=O)NC2CCCC2)c2ccc(C(C)C)cc2)no1 | -1 | 13 | 6 | -1 | 0.8 | 10 | 5 | -13
Cc1nnc(NC(=O)CSc2nc3ccccc3[nH]2)s1 | -8 | -3 | -13 | 5 | -2.7 | 2 | 10 | 9
CCn1c(CNC(=O)c2ccco2)nnc1SCCOc1ccccc1 | 0 | -14 | 14 | -1 | 2.6 | -4 | 5 | 6
Nc1nc2c(s1)C(=O)CC(c1ccccc1)C2 (stereo not drawn) | 9 | 16 | 17 | 1 | 1.1 | 3 | 13 | 20
CCC1CCCCN1C(=O)C(=O)c1cn(CC(=O)N(CC)CC)c2ccccc12 (stereo not drawn) | 3 | 3 | 9 | -3 | 1.3 | 15 | 4 | 9
O=C(/C=C/c1ccccc1)NC(NC(=S)Nc1ccc(Cl)cc1)C(Cl)(Cl)Cl (stereo not drawn) | 14 | -2 | 17 | 27 | 26 | 13 | 60* | 3
Cc1ccc(NC(=S)c2nc3ccccc3[nH]2)c(C)c1 | 15 | 23 | 40 | -2 | 3.2 | -140 | -124 | -162
CCN(CC)S(=O)(=O)c1ccc(N2CCCC2)c(NC(=O)CN2C(=O)NC3(CCCC3)C2=O)c1 | 4 | -2 | 9 | -1 | -1.9 | 12 | 5 | -7
Cc1ccc2c(C(=O)CN3CCCC(C)C3)c(C)[nH]c2c1 (stereo not drawn) | 17 | 3 | 18 | -2 | -0.6 | -18 | -6 | -18
c1ccc(-c2cnnc(N3CCOCC3)n2)cc1 | 19 | -4 | 4 | 4 | 4.4 | -22 | 1 | -21
COc1ccccc1CN(C)C(=O)c1ccc(S(=O)(=O)NCc2ccco2)cc1 | -6 | 8 | 10 | -4 | -0.7 | -4 | 5 | 6
OC(CCN1CCCCC1)(c1ccccc1)C1CCCCC1 (stereo not drawn) | 3 | -1 | 1 | -4 | 0.8 | 0 | -6 | 7

(continued)
Labels used below: A = tim23-1 inh; B = TIM10 inh; C = tim10-1 inh; D = XBP1 UPR activ; E = CHOP UPR activ; F = Jurkat NFkB inh; G = Mdm2-MdmX inh; H = 697 NFkB inh
SMILES: COc1ccc(CNC(=O)C2CCN(S(=O)(=O)c3ccc4c(c3)NC(=O)C(C)S4)CC2)cc1 (stereo not drawn)
  A: 19 | B: 10 | C: 18 | D: -6 | E: -0.9 | F: 22 | G: 8 | H: -10

SMILES: CC(C)C(c1nnnn1C(C)(C)C)N1CCN(c2cccc(Cl)c2)CC1 (stereo not drawn)
  A: 4 | B: 7 | C: 10 | D: -3 | E: -3.1 | F: 17 | G: 18 | H: 8

SMILES: COc1ccc(Cl)cc1NC(=O)CN1CCN(Cc2ccccc2)CC1
  A: 23 | B: -2 | C: 19 | D: 2 | E: 0.8 | F: 5 | G: 26 | H: 6

SMILES: COC(=O)[C@H](CCSC)NC(=O)N1CCC(C)CC1
  A: 3 | B: -5 | C: -1 | D: 0 | E: 0.9 | F: 18 | G: 10 | H: 19

SMILES: Cc1ccc(C2CC(=O)c3cnn(-c4nc(C)cc(C)n4)c3C2)cc1 (stereo not drawn)
  A: 30 | B: 21 | C: 38 | D: 1 | E: -1.5 | F: -8 | G: 17 | H: -8

SMILES: Nc1nnc(CC(=O)N/N=C/c2cccc(OCCOc3ccccc3)c2)s1
  A: 6 | B: -14 | C: 7 | D: 4 | E: 1.6 | F: -23 | G: -31 | H: -85

In the list so far, these have an aryl methoxy group:
Labels used below: A = tim23-1 inh; B = TIM10 inh; C = tim10-1 inh; D = XBP1 UPR activ; E = CHOP UPR activ; F = Jurkat NFkB inh; G = Mdm2-MdmX inh; H = 697 NFkB inh
SMILES: COc1cc(/C=N/NC(=O)c2ccc(N(C)S(=O)(=O)c3ccccc3)cc2)cc(OC)c1OC
  A: 3 | B: -4 | C: -7 | D: -5 | E: -2.3 | F: -6 | G: 7 | H: -30

SMILES: CCOC(=O)c1c(C)nc2c(c1-c1ccc(OC)cc1)C(=O)CC(C)(C)C2
  A: -9 | B: 31 | C: 12 | D: -2 | E: -0.7 | F: -6 | G: 22 | H: -9

SMILES: COc1ccccc1CN(CC(=O)NCc1ccco1)C(=O)CNS(=O)(=O)c1ccccc1
  A: -1 | B: -2 | C: -1 | D: -2 | E: -0.8 | F: -5 | G: 8 | H: 15

SMILES: COc1ccc(S(=O)(=O)NCC2CCC(C(=O)NCCCN3CCCC3=O)CC2)cc1 (stereo not drawn)
  A: 1 | B: 0 | C: -7 | D: -3 | E: 1.9 | F: 17 | G: -8 | H: -30

SMILES: COc1ccc(C)cc1NC(=O)CN(C)S(=O)(=O)c1ccc2c(c1)CCCN2C(C)=O
  A: 22 | B: 9 | C: 28 | D: -4 | E: 1.6 | F: 19 | G: 23 | H: 17

SMILES: COc1ccccc1CN(C)C(=O)c1ccc(S(=O)(=O)NCc2ccco2)cc1
  A: -6 | B: 8 | C: 10 | D: -4 | E: -0.7 | F: -4 | G: 5 | H: 6

SMILES: COc1ccc(CNC(=O)C2CCN(S(=O)(=O)c3ccc4c(c3)NC(=O)C(C)S4)CC2)cc1 (stereo not drawn)
  A: 19 | B: 10 | C: 18 | D: -6 | E: -0.9 | F: 22 | G: 8 | H: -10

SMILES: COc1ccc(Cl)cc1NC(=O)CN1CCN(Cc2ccccc2)CC1
  A: 23 | B: -2 | C: 19 | D: 2 | E: 0.8 | F: 5 | G: 26 | H: 6
